Screening data: PubChem BioAssay, National Center for Advancing Translational Sciences (NCATS)
IL1B secr inh: qHTS for Inhibitors of Inflammasome Signaling: IL-1-beta AlphaLISA Primary Screen; THP-1 LPS/ATP IL-1B secretion, AlphaLISA, 16 h; hits give low values; activity change, % at 57.5 µM; actives 4.7% (n = 360,000); in the data active = activity change below about -50%; inconclusive = mostly about -30% to -49%; also: % is scaled to controls: 0 for no effect and ±100 for the full control effect
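Secreted IL-1B measured by AlphaLISA bead assay after 16 h compound exposure of THP-1 cells; compounds (final up to 57.5 uM) added 1 h before LPS (250 ng/mL) and ATP (1.25 mM) stimulation; lower signal means less secretion.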
KB-3-1 cytotox: qHTS assay for MDR1-selective chemotherapeutics: Primary screen using the parental adenocarcinoma cell KB-3-1 | AID 1347075, 2019 | Potency, µM (titrated, usually from 46.1 µM), without a hit: at the highest dose activity change, negative = cytotoxic, hits mostly cytotoxic | KB-3-1 viability, CellTiter-Glo ATP luminescence, 72 h | actives 1.4% (n = 400,000); also: potency is read from the fitted curve at half-maximal effect; % is scaled to controls: 0 for no effect and ±100 for the full control effect; nearly all actives have a fitted effect of over 60% in size
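72 h, 37 °C compound treatment of KB-3-1 parental cells; CellTiter-Glo added, 10 min, luminescence read. Data corrected against DMSO-only plates and normalized before curve fitting.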
SW480 rereplic: A quantitative high throughput screen for small molecules that induce DNA re-replication in SW480 colon adenocarcinoma cells; SW480 DNA re-replication, Hoechst DNA content imaging, 48 h; Potency, µM (series often up to 46.1 µM), inactives show top-dose re-replication activation, usual class: activators; actives 1.8% (n = 340,000); also: potency is read from the fitted curve at half-maximal effect; % of control where 0% means no effect; nearly all actives have a fitted effect of over 55% in size
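Quantitative HTS format with DMSO vehicle controls; 48 hr drug incubation at 37 C, then 40 min Hoechst staining and scanning imager measurement at 405 nm excitation.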
ATXN2 expr inh: Primary qHTS for Inhibitors of ATXN expression | HEK-293 ATXN2-luciferase reporter, luminescence, 24 h | Potency, µM (titrated, usually from 57 µM), for the others: top-dose activity change, negative = inhibition, most hits filed as inhibitors | actives 0.72% (n = 360,000) | AID 1745845, 2022; also: potency is read from the fitted curve at half-maximal effect; % is scaled to controls: 0 for no effect and ±100 for the full control effect; nearly all actives have a fitted effect of over 55% in size
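qHTS (up to 57 uM final) was run with 24 h compound exposure of reporter cells at 37 °C. Each well was multiplexed: SteadyGlo luminescence measured ATXN2-luciferase expression after a fluorogenic Gly-Phe-AFC viability readout (25 uM final).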
HT1080 IDH1KD tx: qHTS for induction of synthetic lethality in tumor cells producing 2HG: qHTS for the HT-1080-IDH1KD cell line | actives 2% (n = 360,000) | HT-1080 IDH1 knockdown viability, ATP luminescence, 48 h | AID 686971, 2013 | Potency, µM (highest dose often 46.1 µM), inactives show at the top dose activity, negative = toxicity, actives largely listed as cytotoxic;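 also: potency is read from the fitted curve at half-maximal effect; 0% = DMSO wells and -100% = cell-free medium wells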
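IDH1KD HT-1080 cells, 750/well, RPMI + 5% FBS; compound pinned after 2 h settling; 48 h, 37 °C; CellTiter-Glo luminescence; % activity normalised to DMSO and no-cell wells; curves fitted, classed by r2 and efficacy.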
HT1080-NT tox: qHTS for induction of synthetic lethality in tumor cells producing 2HG: qHTS for the HT-1080-NT fibrosarcoma cell line; Potency, µM (top dose mostly 46.1 µM), for the others: at the highest dose activity, negative = less viability, actives largely listed as cytotoxic; HT-1080-NT fibrosarcoma viability, CellTiter-Glo ATP luminescence, 48 h; AID 686970, 2013; actives 1.6% (n = 360,000);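 also: NT is the 2HG producing partner of a matched IDH1 knockdown line; potency is read from the fitted curve at half-maximal effect; 0% = DMSO-treated cells and -100% = media-only wells without cells; nearly all actives have a fitted effect of over 55% in size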
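Compounds were tested in concentration-response format on HT-1080-NT cells for 48 hours at 37 degrees C. Cell viability came from CellTiter-Glo luminescence; curves were classified by r2, response magnitude and activity.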
WRN inhibitor: qHTS for Inhibitors of WRN Helicase; actives 0.46% (n = 360,000); WRN helicase unwinding, fluorescent forked duplex, kinetic; Potency, µM (highest dose often 114 µM), for inactives: at the top dose activity change, negative = inhibition, hits mostly inhibitors; also: potency is read from the fitted curve at half-maximal effect; % is scaled to controls: 0 for no effect and ±100 for the full control effect; nearly all actives have a fitted effect of over 55% in size
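WRN at 20 nM final preincubated with compound 15 min at room temperature; reaction started with 100 nM fluorophore/quencher forked duplex oligonucleotide and 2 mM ATP final. Unwinding followed kinetically by red fluorescence (ex 525, em 598 nm).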
KB-V1 cytotox: qHTS assay for MDR1-selective chemotherapeutics: Primary screen using the drug-selected MDR subline cells KB-V1; KB-V1 MDR cells viability, CellTiter-Glo, 72 h; actives 3.4% (n = 400,000); AID 1347076, 2019; Potency, µM (top dose mostly 46.1 µM), for inactives: at the highest dose activity change, negative = cytotoxicity, usual class: cytotoxic; also: potency is read from the fitted curve at half-maximal effect; % is scaled to controls: 0 for no effect and ±100 for the full control effect; nearly all actives have a fitted effect of over 60% in size
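Readout: CellTiter-Glo luminescence, 10 min after addition. Cells: KB-V1 MDR subline, 72 h at 37 degrees C with compound. Analysis: corrected, normalized data fitted to concentration-effect curves.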
MCF10A rerep: A quantitative high throughput screen for small molecules that induce DNA re-replication in MCF 10a normal breast cells | MCF 10A DNA re-replication, Hoechst nuclear intensity, 48 h | Potency, µM (doses to about 46.1 µM), without a hit: at the top dose activity, positive = re-replication, most hits filed as activators | actives 2.9% (n = 350,000); also: potency is read from the fitted curve at half-maximal effect; % of control where 0% means no effect; nearly all actives have a fitted effect of over 50% in size
* marks the source's active call; other numbers are inactive results; [ ] = another dose, or the depositor's remark. Unless noted, calls follow the shape of the dose curve; as a rule, active = well fitted curve in the direction sought with a large enough effect; inconclusive = small, poorly fitted or top-dose-only effect, or another doubt; inactive = no such curve, though single readings can be large; an effect the other way counts as inactive or inconclusive.

CN1CCN(C(=O)c2ccc(CS(=O)Cc3ccc(Cl)cc3)o2)CC1 (stereo unspecified) was read as IL1B secr inh -13, KB-3-1 cytotox 3%, SW480 rereplic 1%, ATXN2 expr inh 2%, HT1080 IDH1KD tx 6%, HT1080-NT tox -1%, WRN inhibitor 5%, KB-V1 cytotox inconclusive and MCF10A rerep inconclusive.
`CO/N=C(/CNC(=O)c1ccc(Cl)cc1Cl)c1ccc(Cl)cc1` gave IL1B secr inh -12, KB-3-1 cytotox 1%, SW480 rereplic -5%, ATXN2 expr inh -14%, HT1080 IDH1KD tx 9%, HT1080-NT tox 1%, WRN inhibitor -20%, KB-V1 cytotox inconclusive and MCF10A rerep -9%.
For COc1ccc(C(=O)Nc2ccc(S(=O)(=O)Nc3onc(C)c3C)cc2)cc1OC the results were IL1B secr inh -1, KB-3-1 cytotox -3%, SW480 rereplic -7%, ATXN2 expr inh -4%, HT1080 IDH1KD tx -5%, HT1080-NT tox 0%, WRN inhibitor -25%, KB-V1 cytotox 20% and MCF10A rerep -1%.
O=C(Nc1nnc(C2CC2)s1)c1cccc(S(=O)(=O)N2CC(c3ccccc3)CC2=O)c1 (stereo unspecified) was read as IL1B secr inh 13, KB-3-1 cytotox 19%, SW480 rereplic -7%, ATXN2 expr inh 8%, HT1080 IDH1KD tx 8%, HT1080-NT tox 10%, WRN inhibitor -4%, KB-V1 cytotox 5% and MCF10A rerep 19%.
Cc1cc(Sc2nc(N(C)C)nc(N(C)C)n2)nc(Cl)n1 was read as IL1B secr inh -9, KB-3-1 cytotox 15%, SW480 rereplic -3%, ATXN2 expr inh 6%, HT1080 IDH1KD tx 1%, HT1080-NT tox 8%, WRN inhibitor -9%, KB-V1 cytotox 0% and MCF10A rerep -4%.
O=C(OCCCOC(=O)c1cc[n+]([O-])cc1)c1cc[n+]([O-])cc1 was read as IL1B secr inh 3, KB-3-1 cytotox -9%, SW480 rereplic 3%, ATXN2 expr inh 3%, HT1080 IDH1KD tx 1%, HT1080-NT tox -2%, WRN inhibitor -8%, KB-V1 cytotox -15% and MCF10A rerep inconclusive.
For Nc1ccc(S(=O)(=O)Nc2cc(Cl)c(N)c(Cl)c2)cc1 the results were IL1B secr inh -13, KB-3-1 cytotox -3%, SW480 rereplic -4%, ATXN2 expr inh 0%, HT1080 IDH1KD tx -10%, HT1080-NT tox 0%, WRN inhibitor -8%, KB-V1 cytotox 24% and MCF10A rerep 2%.
For COc1cccc(NC(=O)c2cccc(C)c2[N+](=O)[O-])c1 the results were IL1B secr inh 20, KB-3-1 cytotox -3%, SW480 rereplic 2%, ATXN2 expr inh 32%, HT1080 IDH1KD tx 2%, HT1080-NT tox -1%, WRN inhibitor 2%, KB-V1 cytotox 4% and MCF10A rerep -3%.
`Cc1ccsc1/C=C1\Oc2cc(OCC(=O)c3ccccc3)ccc2C1=O` gave IL1B secr inh -4, KB-3-1 cytotox -7%, SW480 rereplic -51%[inhibitor], ATXN2 expr inh 0%, HT1080 IDH1KD tx inconclusive, HT1080-NT tox -16%, WRN inhibitor -11%, KB-V1 cytotox -21% and MCF10A rerep inconclusive.
Screening O=C(CCCn1c(=S)[nH]c2ccc(Br)cc2c1=O)N1CCN(c2ccccn2)CC1 returned IL1B secr inh -7, KB-3-1 cytotox -3%, SW480 rereplic inconclusive, ATXN2 expr inh -30%, HT1080 IDH1KD tx -1%, HT1080-NT tox -19%, WRN inhibitor -15%, KB-V1 cytotox 2.9µM* and MCF10A rerep inconclusive.
For CCCCn1c(SCC(=O)Nc2cc(C(F)(F)F)ccc2Cl)nnc1C(CC)N(C)C (stereo unspecified) the results were IL1B secr inh -9, KB-3-1 cytotox 3%, SW480 rereplic 10%, ATXN2 expr inh inconclusive, HT1080 IDH1KD tx -6%, HT1080-NT tox -8%, WRN inhibitor -8%, KB-V1 cytotox inconclusive and MCF10A rerep inconclusive.
For O=C(O)c1ccccc1NC(=O)C1CCCO1 (stereo unspecified) the results were IL1B secr inh 6, KB-3-1 cytotox 1%, SW480 rereplic -2%, ATXN2 expr inh 8%, HT1080 IDH1KD tx -5%, HT1080-NT tox 0%, WRN inhibitor -10%, KB-V1 cytotox -1% and MCF10A rerep inconclusive.
For Oc1ccc(Cl)cc1CNCc1ccc(Cl)cc1 the results were IL1B secr inh -9, KB-3-1 cytotox 0%, SW480 rereplic inconclusive, ATXN2 expr inh 2%, HT1080 IDH1KD tx 9%, HT1080-NT tox 0%, WRN inhibitor -4%, KB-V1 cytotox 0% and MCF10A rerep inconclusive.
`COc1ccc(CN(C)S(=O)(=O)c2nnc(NC(=O)c3ccc(C)cc3)s2)cc1OC` gave IL1B secr inh -3, KB-3-1 cytotox -1%, SW480 rereplic -4%, HT1080 IDH1KD tx 0%, HT1080-NT tox 10%, WRN inhibitor -1%, KB-V1 cytotox 9% and MCF10A rerep -6%.
Screening Cc1ccc(CNS(=O)(=O)c2c(C(=O)N3CCCCCC3)c(C)n(C)c2C)cc1 returned IL1B secr inh -23, KB-3-1 cytotox 8%, SW480 rereplic -11%, ATXN2 expr inh -11%, HT1080 IDH1KD tx 13%, HT1080-NT tox 1%, WRN inhibitor -1%, KB-V1 cytotox -2% and MCF10A rerep 10%.
For Cc1cc(=O)oc2cc(OCCC[n+]3ccccc3)ccc12 the results were IL1B secr inh -18, KB-3-1 cytotox -9%, SW480 rereplic -10%, ATXN2 expr inh -5%, HT1080 IDH1KD tx 8%, HT1080-NT tox 16%, WRN inhibitor 1%, KB-V1 cytotox inconclusive and MCF10A rerep 1%.
`C=CCNc1nc(Cl)nc(Nc2ccc(OCC)cc2)n1` gave IL1B secr inh 5, KB-3-1 cytotox 5%, SW480 rereplic 1%, HT1080 IDH1KD tx 9%, HT1080-NT tox 4%, WRN inhibitor 0%, KB-V1 cytotox 20% and MCF10A rerep 24%.
CSc1ccccc1OCc1cc(C(=O)NCCN2CCCc3ccccc32)no1 was read as IL1B secr inh -10, KB-3-1 cytotox 0%, SW480 rereplic -11%, ATXN2 expr inh 8%, HT1080 IDH1KD tx 12µM*, HT1080-NT tox -24%, WRN inhibitor 0%, KB-V1 cytotox 0% and MCF10A rerep 13%.
`O=C(Cc1c(F)cccc1Cl)NCC1CCCO1` (stereo unspecified) gave IL1B secr inh -4, KB-3-1 cytotox 1%, SW480 rereplic 0%, ATXN2 expr inh 7%, HT1080 IDH1KD tx 9%, HT1080-NT tox 19%, WRN inhibitor -2%, KB-V1 cytotox -2% and MCF10A rerep 1%.
For Cn1cc(C[C@H](NC(=O)OC(C)(C)C)C(=O)N[C@@H](CO)Cc2ccccc2)c2ccccc21 the results were IL1B secr inh -6, KB-3-1 cytotox -2%, SW480 rereplic -3%, ATXN2 expr inh 2%, HT1080 IDH1KD tx 0%, HT1080-NT tox -7%, WRN inhibitor -6%, KB-V1 cytotox -3% and MCF10A rerep 7%.
For NC(=O)CCN1CCN(S(=O)(=O)/C=C/c2ccccc2)CC1 the results were IL1B secr inh -8, KB-3-1 cytotox 12%, SW480 rereplic -12%, ATXN2 expr inh -10%, HT1080 IDH1KD tx -1%, HT1080-NT tox -1%, WRN inhibitor -30%, KB-V1 cytotox 13% and MCF10A rerep 4%.
CCCc1c(C(=O)N2CCN(c3ccccc3OC)CC2)cnn1-c1ccccc1 was read as IL1B secr inh -2, KB-3-1 cytotox -19%, SW480 rereplic 2%, ATXN2 expr inh -23%, HT1080 IDH1KD tx -1%, HT1080-NT tox -10%, WRN inhibitor -26%, KB-V1 cytotox -19% and MCF10A rerep 1%.
`O=C1N(Cc2ccccc2)CCCC12CCCN(Cc1ccccc1)C2=O` gave IL1B secr inh -5, KB-3-1 cytotox 3%, SW480 rereplic 2%, ATXN2 expr inh -1%, HT1080 IDH1KD tx 12%, HT1080-NT tox 10%, WRN inhibitor 0%, KB-V1 cytotox 0% and MCF10A rerep -11%.
`COc1ccc(CC(=O)Nc2cccc(S(=O)(=O)N3CCCCCC3)c2)cc1OC` gave IL1B secr inh -4, KB-3-1 cytotox 2.9µM*, SW480 rereplic 5%, ATXN2 expr inh -36%, HT1080 IDH1KD tx -21%, HT1080-NT tox -16%, WRN inhibitor -9%, KB-V1 cytotox 1.8µM* and MCF10A rerep -2%.
`COc1ccc(C(CNC(=O)c2oc3ccc(OC)cc3c2C)N2CCCC2)cc1` (stereo unspecified) gave IL1B secr inh inconclusive, KB-3-1 cytotox -10%, SW480 rereplic inconclusive, ATXN2 expr inh -23%, HT1080 IDH1KD tx -17%, HT1080-NT tox inconclusive, WRN inhibitor 1%, KB-V1 cytotox -24% and MCF10A rerep 0%.
